PvdQ inh: P. aeruginosa PvdQ acylase inhibitors, primary screen, biochemical, fluorescence, plate reader and imaging, single point. PvdQ acylase [Pseudomonas aeruginosa LESB58]. purified PvdQ acylase. inhibition, % at 10 µM. 0.063% of 340,000 active. AID 488965, 2010; in the data active = inhibition above about 30%, passing the limit was not always enough; inconclusive = no clear call, values can overlap the other calls;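 also: 0% = vehicle neutral wells and 100% = reference inhibitor wells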
Rtt109 HAT inh: inhibitors of C. albicans Rtt109/Vps75 HAT, primary screen, biochemical, ThioGlo CoA-SH fluorescence, plate reader. 0.16% of 330,000 active. inhibition, % at 34.9 µM. purified Rtt109/Vps75, 4 h. AID 540336, 2011. Histone acetyltransferase RTT109 (Candida albicans (strain SC5314 / ATCC MYA-2876)), …;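 active = inhibition of at least 50% in every replicate; inconclusive = best replicate reaches 50% inhibition but some replicates fall short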
Target sequence (Q5AAJ8 whole entry, looked up): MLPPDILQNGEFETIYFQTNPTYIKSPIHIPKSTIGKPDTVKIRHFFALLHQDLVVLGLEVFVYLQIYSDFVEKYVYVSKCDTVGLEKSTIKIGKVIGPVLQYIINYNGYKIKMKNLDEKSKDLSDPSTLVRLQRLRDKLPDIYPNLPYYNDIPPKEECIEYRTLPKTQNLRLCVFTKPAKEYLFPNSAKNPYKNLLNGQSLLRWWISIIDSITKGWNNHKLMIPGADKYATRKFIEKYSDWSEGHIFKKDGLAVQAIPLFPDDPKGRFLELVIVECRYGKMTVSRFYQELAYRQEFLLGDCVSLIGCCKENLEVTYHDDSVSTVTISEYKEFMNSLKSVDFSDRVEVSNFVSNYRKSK
cardiac RTF act: cardiac RTF calcium sensitivity activators, primary screen, biochemical, IANBD-TnC fluorescence, EC20 calcium; activation, % at 7.2 µM; IANBD-labeled TnC RTF fluorescence at EC20 calcium; 0% EC20 calcium, 100% full calcium; 0.24% of 340,000 active;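 active = activation above the mean over all tested compounds plus 3 SD, cut at about 30% in these data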;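 also: rise in fluorescence read as greater calcium sensitivity of cardiac thin filaments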
SR-BI DiI-HDL act: activators of SR-BI mediated DiI-HDL uptake, primary screen, ldlA[mSR-BI] CHO cells, DiI fluorescence. activation, % at 12.5 µM. 0.096% of 320,000 active. 3 h; 100 = double the neutral-control signal;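 active = mean replicate activation of at least 60% and every replicate at or above 60%; inconclusive = mean or all-replicate condition met, but not both; inactive = mean below 60% and not all replicates reaching 60%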;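 also: 0% = median plate neutral-control signal and 100% = twice that signal; values of inactives mirror those of a sister screen read the other way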
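Assay system: CHO ldlA[mSR-BI] cells, LDL receptor-null, SR-BI overexpressing; medium: Ham's F12 with 0.5% BSA, HEPES 25 mM, pH 7.4; also added: DiI-HDL 10 µg/mL; timing: 3 h uptake period with compound, 37 °C; signal: DiI fluorescence, bottom read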
dFosB act: activators of delta FosB homodimer, primary screen, biochemical, fluorescence polarization, TAMRA-CDK5 oligo, single point. Protein FosB (Mus musculus), P13346. purified delta FosB; percent of positive-control signal above neutral wells. activation, % at 25 µM. 0.99% of 340,000 active;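 active = mean activation above about 17%, with every replicate also reaching it, limit read from the data, passing the limit was not always enough; inconclusive = only one of the two conditions met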;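 also: fluorescence polarization rise as delta FosB binds a TAMRA Cdk5 AP-1 oligo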
Target sequence (P13346 whole entry, looked up): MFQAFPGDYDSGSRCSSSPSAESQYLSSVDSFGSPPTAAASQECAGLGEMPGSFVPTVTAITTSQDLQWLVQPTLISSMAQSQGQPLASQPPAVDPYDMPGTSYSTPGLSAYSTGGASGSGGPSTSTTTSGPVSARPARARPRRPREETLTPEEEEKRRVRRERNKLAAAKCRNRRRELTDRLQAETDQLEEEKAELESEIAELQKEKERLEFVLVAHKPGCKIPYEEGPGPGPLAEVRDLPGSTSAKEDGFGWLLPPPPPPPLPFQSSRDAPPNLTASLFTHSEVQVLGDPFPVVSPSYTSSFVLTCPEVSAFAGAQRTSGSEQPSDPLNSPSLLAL
SR-BI DiI inh: inhibitors of SR-BI mediated HDL lipid uptake, primary screen, ldlA[mSR-BI] cells, fluorescence, single point; Scavenger receptor class B member 1 (Mus musculus), Q61009; ldlA[mSR-BI] CHO cells, DiI-HDL uptake fluorescence, 3 h; inhibition, % at 12.5 µM; 0.96% of 320,000 active;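 active = mean replicate inhibition of at least 70% and a set share of replicates each scoring 70 or more; inconclusive = meets just one of the two criteria; inactive = fails both criteria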;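 also: 0% = median of neutral control wells and 100% = median of positive control wells; values of inactives mirror those of a sister screen read the other way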
MITF act: activators of MITF-driven TRPM1 promoter reporter, primary screen, cell-based, SK-MEL-5, luciferase, single point. 0.75% of 300,000 active. activation, % at 12.5 µM. SK-MEL-5 TRPM1-promoter luciferase, 24 h; % of positive control, neutral wells = 0. AID 588334, 2011;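 active = mean activation of at least 80% with every replicate also reaching 80%; inconclusive = mean reaches 80% but some replicate falls short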;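 also: 0% = neutral control wells and 100% = parthenolide positive control wells; values of inactives mirror those of a sister screen read the other way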
Wnt act: Wnt/beta-catenin pathway activators, primary screen, cell-based, plate reader, single point; 1.2% of 300,000 active; activation, % at 9.35 µM; Wnt/beta-catenin reporter cell assay, activator; in the data active = activation above about 30%, passing the limit was not always enough; inconclusive = no clear call, values can overlap the other calls;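 also: 0% = neutral control wells and 100% = positive control wells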
CDK5 p35 inh: inhibitors of human CDK5/p35 kinase, primary screen, biochemical, single concentration | Cyclin-dependent kinase 5 (Homo sapiens) + Cyclin-dependent kinase 5 activator 1 (Homo … | Recombinant CDK5/p35, ADP-Glo luminescence, 60 min | inhibition, % at 10 µM | 0.01% of 330,000 active;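 active = highest replicate inhibition of at least 50% and at least 75% of replicates reaching 50%; inconclusive = only one of the two criteria met; inactive = both criteria failed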;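 also: plate controls were DMSO neutral control for no effect and GW8510 at 10 µM for full effect; many of its hits are not listed in these tables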
HTR5A ag ctr: HTR5A agonists in luminescence cell assay, primary screen, counter-screen for OPRM1-OPRD1 heterodimer agonist project, full-deck HTS; 5-hydroxytryptamine receptor 5A (Homo sapiens), P47898; cell-based; activation, % at 9.3 µM; 0.61% of 340,000 active; in the data active = activation mostly above about 9.5%, no sharp cut-off; inactive = mostly below about 7.6%;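 also: 0% = cells with vehicle only and 100% = reference agonist; strong numbers were not always called active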
Target sequence (P47898 whole entry, looked up): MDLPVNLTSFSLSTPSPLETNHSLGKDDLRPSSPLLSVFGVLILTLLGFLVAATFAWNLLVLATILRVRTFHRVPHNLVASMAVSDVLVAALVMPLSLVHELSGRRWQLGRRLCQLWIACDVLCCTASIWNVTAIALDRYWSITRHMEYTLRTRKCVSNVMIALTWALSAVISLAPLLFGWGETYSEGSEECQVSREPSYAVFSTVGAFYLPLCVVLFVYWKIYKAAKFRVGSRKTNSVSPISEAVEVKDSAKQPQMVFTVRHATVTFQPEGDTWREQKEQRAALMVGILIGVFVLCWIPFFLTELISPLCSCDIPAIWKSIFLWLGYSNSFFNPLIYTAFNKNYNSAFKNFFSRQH
* = called active by the depositor; ? = inconclusive; nt = no result given.

SMILES	PvdQ inh	Rtt109 HAT inh	cardiac RTF act	SR-BI DiI-HDL act	dFosB act	SR-BI DiI inh	MITF act	Wnt act	CDK5 p35 inh	HTR5A ag ctr
C[C@H](NC(=O)c1nc[nH]c1C(=O)N1CCN(C(=O)OC(C)(C)C)CC1)c1ccccc1	-5.8	5.9	10.4	8.8	-2.7	-8.8	9.8	9.0	-6.8	1.1
COc1ccc(OC)c(NC(=O)CSc2nnc(C3CCCCC3)n2N)c1	-1.0	-2.7	-3.9	10.3	-9.6	-10.2	0.7	1.3	0.9	3.0
OC(CN1CCN(c2ccccc2)CC1)c1ccc2c(c1)CCN2 (stereo not drawn)	-8.5	-9.8	7.8	-12.2	-4.4	12.2	nt	-5.3	-3.9	1.4
CCN(CC)S(=O)(=O)c1ccc(C(=O)NNc2nc(-c3ccccc3)c3cc(Br)ccc3n2)cc1	-6.3	-9.5	0.4	-29.2	-14.8	29.2	-13.5	-4.7	2.0	-7.6
CC(c1ccccc1)C(NC(=O)OCC1c2ccccc2-c2ccccc21)C(=O)O (stereo not drawn)	-13.7	10.3	-5.8	6.6	2.8	-6.6	-1.8	-1.8	-0.9	-4.6
COc1ccc(Cl)cc1C(=O)OCC(=O)NCCNC(=O)COC(=O)c1cc(Cl)ccc1OC	-8.0	-4.0	-1.1	-29.9	-2.0	29.9	4.2	0.1	-0.3	6.6
Cc1ccc2[nH]c(C(=O)N3CCN(c4cccc(Cl)c4)CC3)cc2c1	-18.2	-5.5	-0.2	21.8	-3.8	-21.8	-2.5	-1.5	1.7	3.2
Cc1n[nH]c(C)c1N1C(=O)c2cccc3c(Br)ccc(c23)C1=O	-5.1	1.6	-6.0	-14.3	-4.7	14.3	-9.8	nt	-1.1	0.1
CN(CC(=O)NCc1ccccn1)S(=O)(=O)c1ccc(Br)cc1	4.5	10.1	2.3	3.0	-3.9	-3.0	2.1	2.5	0.2	-0.6
CC12CC3CC(C)(C1)CC(C(=O)Nc1nncs1)(C3)C2	9.0	11.7	-10.8	11.7	4.7	-11.7	-10.8	-1.7	2.9	-0.8
CSc1ccc(Cl)c(C(=O)NNC(=O)c2cccs2)c1	-10.6	3.1	4.7	-8.2	1.3	8.2	2.8	3.9	-0.9	4.8
O=C(COc1ccc2c3c(c(=O)oc2c1)CCC3)NCC1CCC(C(=O)O)CC1 (stereo not drawn)	0.7	2.6	1.2	24.6	-3.1	-24.6	-6.4	-6.0	0.5	-1.3
Cc1c(C(=O)NCCC2=CCCCC2)cccc1[N+](=O)[O-]	-13.1	-5.2	2.4	-10.8	-1.4	10.8	60.6	nt	0.8	-4.7
COc1cc(/C=C2\C(=N)N3N=C(S(C)(=O)=O)SC3=NC2=O)cc(OC)c1OCCOc1ccc(C)cc1	-9.1	-0.6	-1.4	-12.7	-15.4	12.7	nt	0.3	0.1	1.2
Cc1ccc(S(=O)(=O)NC2(C(=O)O)CCCCC2)cc1	2.8	8.4	-1.0	3.3	-2.9	-3.3	-9.1	-0.4	0.8	5.6
COC(=O)C1=C(C(=O)OC)C2(OC1c1ccc(Br)cc1)C(=O)c1ccccc1C2=O (stereo not drawn)	-9.1	-7.6	-3.7	4.3	-3.2	-4.3	-2.2	-7.6	5.1	3.9
COc1ccccc1C(=O)NC(CCSC)C(=O)NNC(=O)c1ccncc1 (stereo not drawn)	-13.2	0.2	2.0	2.5	3.6	-2.5	-0.8	-2.0	-2.8	12.2
O=C1/C(=C\c2c(NCCOCCO)nc3ccccn3c2=O)SC(=S)N1Cc1ccco1	-14.0	-12.0	39.9*	31.3	-12.1	-31.3	nt	-1.7	0.4	8.8
CN(Cc1cccc(F)c1)C(=O)c1cccc(S(=O)(=O)N2CCN(Cc3ccccc3)CC2)c1	-15.1	2.1	-2.4	24.9	-5.8	-24.9	-11.5	-1.8	-2.1	2.5
Cc1cccc(N2CCN(C(=O)C(C)n3nc(C)n4c(cc5occc54)c3=O)CC2)c1C (stereo not drawn)	-8.4	-2.4	8.8	?	-6.6	-279.6	nt	-1.4	-0.3	-2.0
Oc1ccc(-c2nc3ccccc3nc2-c2ccc(O)cc2O)c(O)c1	-10.2	3.8	2.2	-26.0	-2.5	26.0	-29.5	0.9	-0.7	-3.1
COC(=O)C1=C(C(=O)OC)[C@]2([C@@H]3CCCCN[C@@H](Cc4ccccc4)C(=O)N3Cc3ccccc3)C=C[C@H]1O2	-14.3	4.9	9.4	-29.3	-1.6	29.3	3.0	-4.9	1.0	3.5
CCc1nc2ccccc2n1Cc1ccccc1F	-9.7	-0.9	-2.9	2.7	-0.7	-2.7	-2.8	1.2	-0.2	7.5
CCOC(=O)C1CCCc2c1[nH]c1c(C(N)=O)cccc21 (stereo not drawn)	-14.6	-7.6	-1.3	16.2	-12.9	-16.2	8.9	nt	-5.9	5.2
CCN(CC)S(=O)(=O)c1cccc(C(=O)NC(C(=O)NC2=NCCS2)C(C)C)c1 (stereo not drawn)	-2.8	-8.3	-3.7	4.7	-0.3	-4.7	18.4	nt	-1.5	-3.3
Nc1ccccc1Nc1ccc([N+](=O)[O-])cc1[N+](=O)[O-]	-5.5	-2.2	7.2	14.9	-4.3	-14.9	4.4	-5.2	-3.7	6.9
COc1ccc(C)c2sc(N(CCCN(C)C)C(=O)c3ccc(S(=O)(=O)N(C)C)cc3)nc12	-14.6	nt	-1.0	23.1	0.3	-23.1	3.4	-2.8	-0.9	-6.7
CCc1ccc(N(C(=O)c2snc(C(N)=O)c2N)C(C(=O)NC2CCCC2)c2ccco2)cc1 (stereo not drawn)	5.9	19.3	-7.3	28.3	7.8	-28.3	-5.4	-1.2	-0.5	-2.5
OCC1(CCOc2ccccc2)CCN(Cc2nc3ccc(F)cc3[nH]2)CC1	-5.8	1.0	-4.5	10.2	0.2	-10.2	0.1	nt	-0.7	-1.0
CC(C)CCn1nnnc1CN1CCN(C(=O)c2ccco2)CC1	-7.7	-5.2	-7.0	21.9	-1.8	-21.9	6.0	-2.0	0.7	2.8
COc1ccccc1CNCC(=O)Nc1cc(S(=O)(=O)N2CCCCCC2)ccc1Cl	-8.9	2.2	0.4	nt	-0.8	nt	-5.7	-4.5	0.8	5.0
CC(C)N1CCc2c(sc(N)c2C#N)C1	-6.3	-15.7	20.6	22.8	-3.9	-22.8	-3.9	-1.9	-4.0	-3.4
Cc1c(CCCN)c2ccccc2n1Cc1ccccc1	0.2	-12.8	-3.2	nt	3.9	nt	2.4	-15.1	0.8	9.9
COc1ccc(NC(=O)CN2CCC(C)CC2)cc1	7.6	?	-1.2	20.3	8.0	-20.3	-1.6	nt	0.0	-0.3
COCCNC(=O)C(c1ccc(C)o1)N(Cc1ccc(F)cc1)C(=O)Cn1nnc2ccccc21 (stereo not drawn)	-7.7	-10.0	16.2	0.2	-16.6	-0.2	-3.1	nt	-2.1	2.4
COc1ccccc1C1NC(=O)CS1 (stereo not drawn)	-9.6	3.4	-1.5	27.8	-0.6	-27.8	nt	nt	2.7	-0.3
Cc1sc(NC(=O)CSc2nnc(COc3ccc(Cl)cc3)n2C)c(C#N)c1C	-1.1	0.0	6.2	-21.7	22.3*	21.7	nt	nt	0.2	2.4
COc1ccc(S(N)(=O)=O)cc1C(=O)NCC(C)(C)N1CCCCC1	3.3	4.4	-2.7	10.5	-4.5	-10.5	0.5	-1.3	-1.2	2.9
COCC(=O)N1CCCc2ccccc21	-6.5	1.6	7.9	13.4	-7.2	-13.4	nt	-1.9	-0.9	0.7
Cc1ccc2nc(-c3ccc(SCC(=O)N4CCc5ccccc54)nc3)[nH]c2c1	-13.8	-12.7	-2.0	-14.0	8.1	14.0	63.2	20.4	1.2	0.9
COc1ccccc1-c1oc2ccccc2c1C#CC(C)(C)O	-10.2	5.2	-6.2	-21.4	2.0	21.4	-3.8	-2.4	0.5	14.8
Cc1ccc(S(=O)(=O)NCc2ccccc2)cc1C(=O)N1CCCCC1	-0.9	-4.1	0.1	nt	7.3	-17.2	-4.0	-2.7	0.3	-5.1
Fc1ccccc1C1c2cccn2CCN1C(=S)Nc1cccc(Br)c1 (stereo not drawn)	-10.2	2.7	0.9	9.1	0.0	-9.1	6.2	-1.1	0.3	-2.5
CCn1c(SCC(=O)Nc2nnc(C)s2)nc2c(c1=O)SC(C)C2 (stereo not drawn)	-2.1	-2.0	1.9	12.2	-1.4	-12.2	-6.5	0.5	-0.7	-1.2
N#Cc1ccsc1NC(=O)COC(=O)CCS(=O)(=O)c1ccccc1	2.8	2.6	-2.1	14.2	-3.6	-14.2	-16.0	-0.8	-0.6	-0.5

cardiac RTF act: entries above that show a hit.
SMILES	PvdQ inh	Rtt109 HAT inh	cardiac RTF act	SR-BI DiI-HDL act	dFosB act	SR-BI DiI inh	MITF act	Wnt act	CDK5 p35 inh
O=C1/C(=C\c2c(NCCOCCO)nc3ccccn3c2=O)SC(=S)N1Cc1ccco1	-14.0	-12.0	39.9*	31.3	-12.1	-31.3	nt	-1.7	0.4

The list continues:
SMILES	PvdQ inh	Rtt109 HAT inh	cardiac RTF act	SR-BI DiI-HDL act	dFosB act	SR-BI DiI inh	MITF act	Wnt act	CDK5 p35 inh	HTR5A ag ctr
CSc1ccccc1NC(=O)c1cccnc1	-11.0	-2.9	-3.1	0.0	-0.4	0.0	3.1	nt	-1.0	-4.5
COc1ccccc1/C=C(\NC(=O)c1ccc(OC)c(OC)c1)C(=O)Nc1ccc([N+](=O)[O-])cc1	-6.8	-6.0	-1.2	-59.5	-0.1	59.5	-0.1	-3.3	-3.7	-3.0
O=C(c1ccccc1F)N1CCN(S(=O)(=O)c2ccc(Br)cc2)CC1	-10.9	2.5	-7.0	22.9	-7.5	-22.9	-14.2	nt	-1.4	-3.3
Cc1ccc(NC(=O)NNC(=O)c2cccs2)cc1	-7.1	-2.4	8.7	6.5	-0.9	-6.5	13.8	0.4	1.3	2.7
C=CCn1c(=O)c2ccccc2n2c(SC(C)C(=O)Nc3nc(-c4ccccc4)cs3)nnc12 (stereo not drawn)	6.2	-2.4	-5.1	-6.5	3.1	6.5	1.8	-4.9	-1.3	3.1
Cc1ccc(S(=O)(=O)N(C)C)cc1NC(=O)CCNC(=O)c1ccco1	-8.1	1.9	2.1	-9.0	-7.8	9.0	-11.5	-2.6	0.0	-5.2

Screens as filed in PubChem.
